Assay outcomes as filed in PubChem BioAssay.
IDH1 R132H inh: inhibitors of human mutant IDH1 R132H; IDH1-R132H enzyme, NADPH consumption, diaphorase/resazurin fluorescence; Potency, µM (highest dose often 76.6 µM), for the others: at the highest dose activity change, negative = inhibition, actives largely listed as inhibitors; actives 0.093% (n = 390,000); AID 602179; also: potency is read from the fitted curve at half-maximal effect; % is scaled to controls: 0 for no effect and ±100 for the full control effect; nearly all actives have a fitted effect of over 65% in size
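IDH1-R132H (0.5 ug/mL) preincubated 30 min with compound, then NADPH (0.016 mM) and alpha-KG (2 mM) added; 80 min at RT, pH 7.5. Remaining NADPH coupled via diaphorase/resazurin to fluorescence (540/590 nm); concentration-response curves normalized to no-enzyme control.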
D2 antag: antagonizes the human D2 dopamine receptor. HEK293 TREx D2 cells, calcium flux, dopamine EC80. AID 485344. P14416. actives 2% (n = 340,000). inhibition, % at 10 µM; in the data active = inhibition above about 30%; also: 0% is about no effect
Target sequence (P14416 whole entry, looked up): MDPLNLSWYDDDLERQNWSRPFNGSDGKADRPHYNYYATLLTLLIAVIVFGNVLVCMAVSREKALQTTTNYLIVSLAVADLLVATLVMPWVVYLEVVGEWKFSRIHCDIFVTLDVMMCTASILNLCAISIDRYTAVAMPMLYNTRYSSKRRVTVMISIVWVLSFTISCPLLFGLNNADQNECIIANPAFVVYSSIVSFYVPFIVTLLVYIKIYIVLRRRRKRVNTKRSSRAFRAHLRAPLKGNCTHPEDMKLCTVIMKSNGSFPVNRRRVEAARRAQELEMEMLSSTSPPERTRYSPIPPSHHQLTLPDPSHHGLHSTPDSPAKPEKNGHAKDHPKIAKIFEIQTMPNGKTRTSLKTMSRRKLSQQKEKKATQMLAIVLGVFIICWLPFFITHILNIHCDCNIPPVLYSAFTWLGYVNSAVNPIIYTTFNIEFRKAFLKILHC
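In this primary screen, negative modulation is detected by tracking calcium flux after an EC80 dopamine challenge in inducible HEK293 T-REx D2 cells preexposed to test compound for 180 s.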
TRHR enhancer: allosterically enhances the human TRH receptor; actives 0.66% (n = 360,000); P34981; enhancement, % at 2 µM; TRHR cells, fluo-8 calcium fluorescence, EC20 TRH enhancement; in the data active = enhancement above about 30%; also: 0% is about no effect
Target sequence (P34981 whole entry, looked up): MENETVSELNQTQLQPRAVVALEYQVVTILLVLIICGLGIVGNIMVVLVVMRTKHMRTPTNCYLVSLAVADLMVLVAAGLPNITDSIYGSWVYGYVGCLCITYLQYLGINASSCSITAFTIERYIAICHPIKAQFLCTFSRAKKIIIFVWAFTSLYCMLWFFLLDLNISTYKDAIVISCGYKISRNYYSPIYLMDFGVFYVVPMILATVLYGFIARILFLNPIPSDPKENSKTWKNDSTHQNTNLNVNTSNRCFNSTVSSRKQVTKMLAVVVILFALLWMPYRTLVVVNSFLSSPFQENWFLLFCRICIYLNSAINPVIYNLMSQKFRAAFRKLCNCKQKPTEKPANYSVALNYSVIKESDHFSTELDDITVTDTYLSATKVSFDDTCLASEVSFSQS
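TRHR-expressing cells loaded with fluo-8 calcium dye were read kinetically (ex 480/em 530) during compound addition, then stimulated with an EC20 of TRH (10 nM final). Enhancement of the Gq-mediated intracellular calcium response was scored.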
TrxR1 inh: rat TrxR1 inhibition; O89049; actives 1% (n = 390,000); AID 588453; recombinant rTrxR1, NADPH fluorescence consumption, selenite substrate; Potency, µM (highest dose often 114 µM), for inactives: at the highest dose activity change, negative = inhibition, actives largely listed as inhibitors; also: potency is read from the fitted curve at half-maximal effect; % is scaled to controls: 0 for no effect and ±100 for the full control effect; nearly all actives have a fitted effect of over 65% in size
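Rat TrxR1 (90 nM in the dispensed reagent) was pre-reduced with 400 uM NADPH for 5 min at room temperature, then incubated with compound for 15 min. After 400 uM selenite was added, NADPH fluorescence (Ex 340/Em 450 nm) was followed for 8 min.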
D2 ag: agonists of human D2 dopamine receptor. P14416. HEK293 T-REx D2 cells, calcium flux agonist mode. activation, % at 2 µM. actives 0.53% (n = 340,000). AID 485358;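 active = activation over 3 SD above normal in the single-dose calcium agonist read, cut at about 30% in these data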; also: 0% is about no effect
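Calcium-flux readout, 1 cycle/sec over 180 s following compound pin transfer, in inducible HEK293 Trex D2 cells (force-coupled); dopamine controls included. Positive calcium responses during this window marked compounds as potential agonists.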
Pin1 inh: inhibitors of human Pin1; Q13526; Pin1 FP peptide displacement, HiFluor488, 10 min; Potency, µM (titrated, usually from 115 µM), without a hit: at the highest dose activity, negative = inhibition, usual class: inhibitors; actives 0.009% (n = 390,000); active = well fitted inhibition curve with a large enough effect in the polarisation, with a control signal flat, not every such curve was filed as active; inconclusive = small, poorly fitted or top-dose-only effect, or effect the other way, or a change in a side signal; inactive = no such curve, though single readings can be large or run the other way; the % refers to the polarisation; also: potency is read from the fitted curve at half-maximal effect; % is scaled to controls: 0 for no effect and ±100 for the full control effect
Target sequence (Q13526 whole entry, looked up): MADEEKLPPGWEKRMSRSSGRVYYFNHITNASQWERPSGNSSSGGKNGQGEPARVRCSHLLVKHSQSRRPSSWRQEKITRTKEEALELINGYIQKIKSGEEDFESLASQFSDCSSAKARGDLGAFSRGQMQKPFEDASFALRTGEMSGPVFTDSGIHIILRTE
USP1-UAF1 inh: blocks the human USP1/UAF1 deubiquitinase complex | Potency, µM (highest dose often 57.1 µM), for the others: top-dose activity change, negative = inhibition, most hits filed as inhibitors | actives 0.23% (n = 390,000) | recombinant USP1/UAF1, Ub-Rhodamine cleavage fluorescence | O94782; also: potency is read from the fitted curve at half-maximal effect; % is scaled to controls: 0 for no effect and ±100 for the full control effect; nearly all actives have a fitted effect of over 60% in size; inactives centre near -12
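Step one: compound is pinned into 1nM USP1/UAF1 in HEPES pH 7.8 buffer with TCEP. Step two: 15 min room-temperature incubation. Step three: Ub-Rho (150nM final) starts cleavage, tracked by fluorescence over six one-minute reads.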
TRHR agonist: agonists of human TRH receptor. TRHR cells, calcium flux fluo-8, FDSS agonist mode. activation, % at 2 µM. actives 0.18% (n = 360,000). AID 493084; in the data active = activation above about 30%; also: 0% is about no effect
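TRHR-expressing cells loaded with fluo-8 calcium dye; 23 nL library compound pin-transferred, kinetic FDSS fluorescence (Ex 480/Em 530) recorded about 180 s for agonist-induced calcium release, before a 10 nM TRH EC20 addition for potentiator mode.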
TrxR1 substrate: rat thioredoxin reductase 1 substrate activity; Potency, µM (highest dose often 114 µM), inactives show at the top dose activity change, negative = substrate turnover; O89049; AID 588456; purified TrxR1 substrate turnover, NADPH consumption readout; actives 0.01% (n = 390,000); also: potency is read from the fitted curve at half-maximal effect; % is scaled to controls: 0 for no effect and ±100 for the full control effect; nearly all actives have a fitted effect of over 50% in size
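Rat TrxR1, dispensed at 90 nM, was prereduced with 400 uM NADPH (final) for 5 min at ~22 deg C, then incubated with compound 15 min before 400 uM selenite. A first-read NADPH fluorescence drop versus no-compound background flagged substrates.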
* marks the source's active call; other numbers are inactive results; ? = inconclusive; · = no result given; & = joins results of further samples; [ ] = dose if it differs, or a comment. Unless noted, calls follow the shape of the dose curve; as a rule, active = well fitted inhibition curve with a large enough effect; inconclusive = small, poorly fitted or top-dose-only effect; inactive = no such curve, though single readings can be large or run the other way.

smiles,IDH1 R132H inh,D2 antag,TRHR enhancer,TrxR1 inh,D2 ag,Pin1 inh,USP1-UAF1 inh,TRHR agonist,TrxR1 substrate
Cc1ccc(OCCn2cc(/C=C3\C(=O)NN(c4ccccc4)C3=O)c3ccccc32)cc1,15%,-10,-3,-26%,-0.4,3%,-16%,-0.3,-18%
CC(=O)NCCC(=O)Nc1cc(S(=O)(=O)N2CCCCC2)ccc1Oc1cccc(C)c1,4%,2,-5,0%,0.5,-3%,-10%,0.9,0%
Cc1ccc(NC(=O)Cc2c[nH]c3ccccc23)cc1S(=O)(=O)N1CCCCCC1,2%,·,-5,-6%[57.1 µM],·,-2%,-17%,0.1,0%[57.1 µM]
CCSc1nnc(NC(=O)C(C)C)s1,-12%,-9,5,3%,0.2,-1%,-20%,0.2,-3%
Cc1onc(-c2c(F)cccc2Cl)c1C(=O)NNC(=O)C1CCN(Cc2cccc(F)c2)CC1,3%,-9,3,10%[57.1 µM],-3.1,0%,-10%,-0.8,5%[57.1 µM]
N#Cc1cccc(CSc2ncnc(N)n2)c1,2%,16,3,21%,-1.2,-5%,-17%,-1.7,-1%
CCN(CC(=O)Nc1ccccc1OC)C(=O)C1CCC1,-3%,-16,-3,7%,-0.1,-8%,-8%,1.0,-8%[57.1 µM]
CCS(=O)(=O)CCSC1OC(COC(C)=O)C(OC(C)=O)C(OC(C)=O)C1OC(C)=O (stereo not drawn),3%,4,2,8%[57.1 µM],0.4,-1%,-1%,0.3,-4%
Cc1cccc(N2CCN(S(=O)(=O)c3ccc4oc(=O)c5ncn(C)c5c4c3)CC2)c1C,-11%,·,2,9%,-1.7,1%,1%,-0.2,4%
CCn1c(=O)c2c(nc3n2CCN3c2ccc(OC)cc2)n(C)c1=O,19%,·,3,33%[57.1 µM],-0.5,-4%,?,-0.3,6%[57.1 µM]

3 compounds from above, ordered by the number in TRHR enhancer, ascending.
structure | D2 antag | TRHR enhancer | TrxR1 inh | Pin1 inh | USP1-UAF1 inh | TRHR agonist | TrxR1 substrate
CC(=O)NCCC(=O)Nc1cc(S(=O)(=O)N2CCCCC2)ccc1Oc1cccc(C)c1 | 2 | -5 | 0% | -3% | -10% | 0.9 | 0%
Cc1cccc(N2CCN(S(=O)(=O)c3ccc4oc(=O)c5ncn(C)c5c4c3)CC2)c1C | · | 2 | 9% | 1% | 1% | -0.2 | 4%
CCSc1nnc(NC(=O)C(C)C)s1 | -9 | 5 | 3% | -1% | -20% | 0.2 | -3%

(listing goes on)
smiles,IDH1 R132H inh,D2 antag,TRHR enhancer,TrxR1 inh,D2 ag,Pin1 inh,USP1-UAF1 inh,TRHR agonist,TrxR1 substrate
Cc1ccc(C)c(/C=N/NC(=S)NC(C)C)c1,-1%,7,8,8%,0.4,29%,-6%,-0.4,1%
CCc1cc(=O)oc2c(C)c(OCC(=O)NCc3ccccn3)ccc12,3%,23,-2,?,0.6,-4%,5%,0.3,?
CSc1cccc(NC(=S)N(CCCN2CCCC2)Cc2cccn2Cc2ccc(Cl)cc2)c1,0%,2,-4,0%,1.8,10%,-21%,-0.3,1%
c1cncc(CNc2ccc3c(c2)OCO3)c1,12%,2,-8,6%[57.1 µM],0.8,0%,-8%,0.5,14%[57.1 µM]
Cc1ccccc1S(=O)(=O)Nc1nc2ccccc2nc1NCCO,-1%,1,1,0%,1.1,6%,-6%,-0.2,20%
COCCCNC(=O)c1cc(Sc2ccc(F)cc2)nc2ccccc12,2%,-27,-4,-17%,-0.7,0%,-18%,0.4,-16%
CCC(C)c1ccc(O)c(NC(=O)c2cncc(Br)c2)c1 (stereo not drawn),2%,7,-4,16%,-0.3,-6%,-19%,-0.3,-3%
COCCN1C(=O)C(CC(=O)Nc2ccc(C(C)=O)cc2)SC1=Nc1ccccc1 (stereo not drawn),2%&-6%,4,-4,4%,0.9,0%&0%,-6%&-7%,1.2,-6%
COc1ccc(-c2c3c(cc4ncn(Cc5ccccc5)c24)COC3=O)cc1,2%,2,-1,23%,-0.8,-1%,-9%,-0.5,69%[activator]
CCCC(=O)Nc1cc(Cl)ccc1N1CCN(C(=O)CC)CC1,2%,6,-3,14%,0.0,-3%,-12%,-0.5,11%[57.1 µM]

(more compounds)
smiles,IDH1 R132H inh,D2 antag,TRHR enhancer,TrxR1 inh,D2 ag,Pin1 inh,USP1-UAF1 inh,TRHR agonist,TrxR1 substrate
Cc1ccc(S(=O)(=O)N(CC(=O)Nc2ccc(Cl)c([N+](=O)[O-])c2)C2CCCCC2)cc1,0%,9,7,8%,1.3,0%,0%,0.6,-5%
C#CC(C)(C)NC(=O)CSc1nc2c(c(=O)n(C)c(=O)n2C)n1CCCC,-5%,1,0,16%[57.1 µM],1.5,-6%,?,0.5,8%[57.1 µM]
CCOc1ccc(CCNC(=O)CS(=O)Cc2nc(-c3ccc(C)cc3)oc2C)cc1OCC (stereo not drawn),-1%&-13%,-4,-2&8,25%&-2%,-0.8&-0.9,7%&-2%,-14%&-11%,0.2&0.5,2%&0%
CCN1CCN(c2ncc3c(n2)CCN(Cc2ccc(OC)c(OC)c2)C3)CC1,-5%,·,-7,2%[57.1 µM],2.0,-4%,-11%,0.1,4%[57.1 µM]
CN(C(=O)c1ccccc1)C1(C)CCS(=O)(=O)C1 (stereo not drawn),-7%,-7,11,14%[57.1 µM],-0.3,-4%,-14%,0.0,9%[57.1 µM]
CSCC[C@H](NC(=O)OC(C)(C)C)C(=O)N/N=C/c1cccc2nccnc12,11%,-14,8,-6%[57.1 µM],0.7,3%,13%,-0.1,6%[57.1 µM]
O=C(Nc1ccc(F)cc1)C(c1ccccc1)N1CCN(CC(=O)N2CCCC2)CC1 (stereo not drawn),-7%,-16,2,9%,0.6,4%,-12%,0.2,6%
Cn1c(Cn2nnc3ccccc32)nnc1SCC(=O)c1ccc(F)cc1,-1%,·,3,?,·,-4%,-21%,-0.3,-6%
COc1ccc(S(=O)(=O)N(C)C[C@@H]2Oc3ccc(NS(=O)(=O)c4cn(C)cn4)cc3C(=O)N([C@@H](C)CO)C[C@@H]2C)cc1,-5%,·,·,-15%[57.1 µM],·,3%,-7%,·,-2%[57.1 µM]
CCOP(=O)(c1ccccc1Cl)C1(O)CCCCC1 (stereo not drawn),7%,0,-6,12%[57.1 µM],0.2,0%,-25%,0.2,9%[57.1 µM]

Remaining list, next part:
compound	IDH1 R132H inh	D2 antag	TRHR enhancer	TrxR1 inh	D2 ag	Pin1 inh	USP1-UAF1 inh	TRHR agonist	TrxR1 substrate
O=C(CC(C(=O)O)c1ccccc1)c1cccs1 (stereo not drawn)	1%	-4	-4	5%[57.1 µM]	-0.5	5%	-20%	-0.4	7%[57.1 µM]
CC(C)CN1C(=O)c2ccc(NC(=O)Cc3ccccc3)cc2C1=O	-4%	-1	13	-16%	-1.2	-2%	-6%	-0.7	10%[57.1 µM]
CCCCN(CC)CCCNC(=O)C1CCCN(c2ncnc3c2nc2n3CCCCC2)C1 (stereo not drawn)	-5%	·	2	11%	1.3	-20%	-16%	0.0	-5%
O=C(CCc1nnc(C2CCCCC2)o1)NCc1ccc(F)c(F)c1	-1%	-9	-4	10%	-0.2	-3%	-4%	-1.6	0%
COc1ccc(-c2csc(Nc3ncccc3C)n2)cc1	0%	1	5	16%[57.1 µM]	-0.4	-5%	-31%	-0.5	16%[57.1 µM]
CC(C)c1nnc(NC(=O)COc2ccccc2[N+](=O)[O-])s1	5%	-15	-6	8%	-0.6	0%	-9%	-0.5	1%
O=C(NCCC1CCCCN1S(=O)(=O)c1ccc(Cl)cc1)C(=O)NCc1ccncc1 (stereo not drawn)	2%	9	-5	19%[57.1 µM]	0.4	-5%	-4%	-0.3	-3%[57.1 µM]
O=C(c1ccccc1F)N1CCCC(C(=O)N2CCc3ccccc3C2)C1 (stereo not drawn)	2%	-2	17	15%[57.1 µM]	0.0	-5%	-16%	-0.3	12%[57.1 µM]
Cc1ccc(C(=O)NCC(=O)NCCc2ccc(S(N)(=O)=O)cc2)s1	9%	-15	-3	14%	-0.4	-5%	-7%	0.7	5%
COCCc1nn2c(=O)cc(COC(=O)c3ccc4c(c3)OCO4)nc2s1	13%	·	2	11%[57.1 µM]	·	6%	-21%	0.4	4%[57.1 µM]
O=C(NCc1noc2ccccc12)N1CCN(c2ccccc2F)CC1	4%	·	-4	8%	0.3	-14%	7%	0.2	4%
COc1ccc(OCc2nnc(SCC(=O)NNC(=O)c3ccc(C)cc3)n2C)cc1	6%	1	3	-3%	-2.0	2%	2%	-0.2	-6%
Cc1ccc(S(=O)(=O)NCC(=O)N(CC2CCCO2)C(C(=O)NC2CCCCC2)C(C)C)cc1 (stereo not drawn)	6%	-5	0	16%	0.3	?	-11%	-0.4	-2%
CC(C)Oc1ccc(NC(=O)Oc2ccccc2)cc1	3%	-9	-3	28%[57.1 µM]	0.4	6%	-4%	0.5	5%[57.1 µM]
O=C(c1ccc(Br)o1)N1CCc2ccccc21	·	6	-16	·	-0.6	·	·	-0.9	·
Cc1ccccc1CCNC(=O)C1CCC(=O)N(CCc2cccc(F)c2)C1 (stereo not drawn)	-1%	-9	-6	24%[57.1 µM]	0.4	-4%	-23%	1.5	7%[57.1 µM]
Cc1ccc(C2=NN(C(=O)CSc3nnnn3C)C(c3ccco3)C2)cc1 (stereo not drawn)	10%	43*	0	?	0.4	1%	-13%	0.1	5%

The list is partial, so the mix of outcomes need not match the whole.
